Screening data (PubChem)
RAD54 branch – inhibitors of human RAD54 branch migration. inhibition, % at 10.4 µM. 360,000 tested, 0.14% active. RAD54 Holliday junction branch migration, FAM/BHQ fluorescence. Q92698;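 active = mean normalized replicate activity at least 40 and at least half of replicates scoring 40 or more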;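 also: 0% = median of neutral control wells and 100% = median of positive control wells; inhibitors cause a drop in the FAM fluorescence signal; in these data hits start at about 50%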
Target sequence (Q92698 whole entry, looked up): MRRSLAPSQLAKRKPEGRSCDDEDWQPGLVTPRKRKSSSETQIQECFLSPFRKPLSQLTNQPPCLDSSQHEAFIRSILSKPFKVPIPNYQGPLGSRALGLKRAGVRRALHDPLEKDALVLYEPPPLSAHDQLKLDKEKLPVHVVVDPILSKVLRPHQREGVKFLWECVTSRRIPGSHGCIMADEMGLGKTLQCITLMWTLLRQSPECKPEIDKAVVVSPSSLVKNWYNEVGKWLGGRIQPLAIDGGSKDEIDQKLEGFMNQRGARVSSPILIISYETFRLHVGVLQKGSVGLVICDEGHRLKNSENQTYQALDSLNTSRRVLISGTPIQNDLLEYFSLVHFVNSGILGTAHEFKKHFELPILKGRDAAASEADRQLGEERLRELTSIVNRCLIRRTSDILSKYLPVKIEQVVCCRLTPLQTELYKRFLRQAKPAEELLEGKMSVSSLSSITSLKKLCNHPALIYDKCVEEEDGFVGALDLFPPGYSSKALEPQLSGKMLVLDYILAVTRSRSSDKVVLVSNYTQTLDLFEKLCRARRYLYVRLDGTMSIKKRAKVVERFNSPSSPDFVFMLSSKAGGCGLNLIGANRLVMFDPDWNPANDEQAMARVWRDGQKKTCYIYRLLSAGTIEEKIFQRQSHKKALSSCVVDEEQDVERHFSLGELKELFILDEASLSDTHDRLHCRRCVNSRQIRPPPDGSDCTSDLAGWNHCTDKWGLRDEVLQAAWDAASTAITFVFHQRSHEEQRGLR
INS-1E GSIS act – primary screen for activators of insulin secretion dependent on glucose, INS-1E cells, GLuc reporter luminescence | INS-1E GLuc reporter insulin secretion, 2-3 h | activation, % at 16.6 µM | 370,000 tested, 0.61% active;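 active = lowest replicate activation of at least 40%, so every replicate reaches that level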;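 also: 0% = median of neutral control wells and 100% = median of IBMX positive control wells; some compounds called inactive have numbers as strong as hits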
Numbers without * were called inactive.

Molecule | RAD54 branch | INS-1E GSIS act
N#Cc1c(NC(=O)CSc2ncn[nH]2)sc2c1CCCC2 | -7 | 2
CCOC(=O)c1cc(-c2ccc(C)cc2)n(CCC(=O)NC(C)CC)c1C (configuration not stated) | 11 | -5
O=S1(=O)C=CC(Nc2ccccc2)C1 (configuration not stated) | -9 | 12
CCNC(=O)CSc1nc2ccccc2c(=O)n1-c1cc(OC)ccc1OC | 1 | 3
CCN(C(=O)CSc1ncn[nH]1)C1CCCCC1 | -5 | 10
CCCS(=O)(=O)N1CCN(C(=O)c2cccs2)CC1 | 0 | -3
COc1ccc(C(=O)NC(C(=O)N2CCc3ccccc32)C(C)C)cc1 (configuration not stated) | 4 | 4
Cc1nnc(SCC(=O)Nc2nsc(-c3ccccc3)n2)s1 | 2 | 1
CCCCn1ccc(O)c(Cc2ccc(F)cc2)c1=O | 5 | 30
CC1CCC2(CC1)NC(=O)N(CC(=O)c1cccn1C)C2=O (configuration not stated) | 6 | 7

More compounds:
Molecule | RAD54 branch | INS-1E GSIS act
Cc1ccc(S(=O)(=O)N2CCCSCC2)cc1 | -8 | 6
CCn1c(SCC(=O)Nc2cc(C)on2)nnc1-c1ccncc1 | 3 | 8
Nn1c(COc2ccccc2)nnc1SC(F)F | -1 | 31
O=C(NCC(O)c1ccccc1)c1cccc(S(=O)(=O)N2CCOCC2)c1 (configuration not stated) | 1 | 6
Cc1cc(=O)cc(C)[nH]1 | 2 | 16
CN(CC(=O)O/N=C(\N)c1ccccn1)S(=O)(=O)c1ccc(Br)cc1 | -13 | 18
COc1ccc(CN2CCN(S(=O)(=O)c3ccc(NC(C)=O)cc3)CC2)cc1OC | 5 | 7
COc1ccc(C(=O)N2CCN(S(=O)(=O)c3cc(Cl)ccc3OC)CC2)cc1 | -6 | 3
COCCN(CC(=O)NCc1ccc(F)cc1)C(=O)CCC(=O)Nc1nccs1 | -4 | 4
O=C1c2ccc3c4c(ccc(c24)C(=O)N1c1ccc2ccccc2c1)CC3 | 2 | 54

Retrieved by structure from the entries so far, seven records:
Molecule | RAD54 branch | INS-1E GSIS act
COCCN(CC(=O)NCc1ccc(F)cc1)C(=O)CCC(=O)Nc1nccs1 | -4 | 4
CN(CC(=O)O/N=C(\N)c1ccccn1)S(=O)(=O)c1ccc(Br)cc1 | -13 | 18
Cc1ccc(S(=O)(=O)N2CCCSCC2)cc1 | -8 | 6
Nn1c(COc2ccccc2)nnc1SC(F)F | -1 | 31
CCn1c(SCC(=O)Nc2cc(C)on2)nnc1-c1ccncc1 | 3 | 8
O=C(NCC(O)c1ccccc1)c1cccc(S(=O)(=O)N2CCOCC2)c1 (configuration not stated) | 1 | 6
Cc1cc(=O)cc(C)[nH]1 | 2 | 16

(more compounds)
Molecule | RAD54 branch | INS-1E GSIS act
COC(=O)c1cc(NC(=O)c2ccccc2)c(=O)oc1C/C=N\OCc1ccc(Cl)cc1Cl | 8 | -18
O=C1CCCN1c1ccc(S(=O)(=O)NCc2ccco2)cc1 | 2 | -4
CCC(CC)C(=O)Nc1ccc(Cl)c(Cl)c1 | -1 | -26
CCCn1c(SCc2ccc(Cl)cc2)nc2c1c(=O)[nH]c(=O)n2C | -2 | 13
OC(CNCC1CCCO1)Cn1c2ccccc2c2ccccc21 (configuration not stated) | 4 | -10
CCCCNc1c([N+](=O)[O-])cc(C(=O)O)cc1[N+](=O)[O-] | 6 | -8
COC(=O)c1ccc(NC(=O)CCN2CCN(CCC(=O)Nc3ccc(C(=O)OC)cc3)CC2)cc1 | 5 | -5
CCCn1nnc(NC(=O)COc2ccc(CC)cc2)n1 | 3 | -11
Cc1nc(-c2ccccc2)sc1-c1nc(-c2ccncc2)ncc1S(=O)(=O)c1ccccc1 | -1 | -43
O=C(CSc1nnc(-c2ccc3c(c2)OCO3)n1-c1ccccc1)c1ccc(Cl)cc1 | 4 | 2

More compounds
Molecule | RAD54 branch | INS-1E GSIS act
O=C(CN(CCCN1CCOCC1)C(=O)Cn1nnc(-c2ccc(F)cc2)n1)NC1CCCCC1 | 7 | 1
CCOC(=O)c1cnc(SC)nc1Oc1cccc(NC(=O)c2ccc(C)cc2)c1 | 2 | 4
COc1ccc(OC)c(NC(=O)COC(=O)CSc2ccc(Cl)cc2)c1 | -11 | 3
O=C(Cn1nc(-c2ccccc2)ccc1=O)NCC1COCCO1 (configuration not stated) | -5 | 11
O=S(=O)(c1ccc(N2CCCC2)cc1)C(F)(F)F | 2 | -26
O=C(CN1CCC(n2nnc3cc(C(F)(F)F)ccc32)CC1)N1CCc2ccccc21 | 4 | -11
COc1ccc(C(=O)/C=C/c2ccc(F)cc2)c(OC(=O)c2ccc([N+](=O)[O-])cc2)c1 | 0 | -21
Cn1c(CN2CCOCC2)nnc1SCC(=O)Nc1ccc2c(c1)OCCO2 | -7 | 19
Clc1ccc(SCc2nc3ccccc3[nH]2)cc1 | 3 | -14
CC(C)(C)NC(=O)CSc1n[nH]c(=O)n1-c1ccccc1 | 3 | 16

Remaining list, next part:
Molecule | RAD54 branch | INS-1E GSIS act
CCCCCC(=O)NC(NC(=S)NC1CCS(=O)(=O)C1)C(Cl)(Cl)Cl (configuration not stated) | 5 | -14
O=[n+]1c2c(n([O-])c3ccccc31)CCCC2 | -1 | 3
O=C(O)c1ccc2c(c1)OCCO2 | 1 | 7
Cn1cc(Cl)c(-c2nc3ccccc3[nH]2)n1 | -10 | 16
Cc1nn(Cc2ccc(F)cc2)c(C)c1NC(=O)c1noc2c1CCCCC2 | 3 | -12
CC(=O)NC1=NC(=O)/C(=C/N2CCCCC2)S1 | -1 | 26
CS(=O)(=O)NCCSCc1c(Cl)cccc1Cl | 2 | 1
Cc1cccc2cc(CN(Cc3cccs3)C(c3nnnn3C3CCCC3)C(C)C)c(=O)[nH]c12 (configuration not stated) | 12 | -2
CC(O)CCc1nc2ccc(C(=O)O)cc2[nH]1 (configuration not stated) | 5 | -3
CCC1Oc2ccccc2N(CC(=O)Nc2ccc3c(c2)OCCO3)C1=O (configuration not stated) | -3 | -9

Next section.
Molecule | RAD54 branch | INS-1E GSIS act
CCCCOc1ccc(S(=O)(=O)NNC(=O)C2Cc3c(ccc4ccccc34)O2)cc1 (configuration not stated) | 4 | -15
Cc1ccc(C2=Nc3ccccc3N=C(c3ccco3)C2)c(O)c1 | -16 | 68
COc1cc(/C=N/NC(=O)C(=O)N2CCCC2)ccc1O | -11 | -2
CCOC(=O)CSc1nnc(-c2ccco2)n1C | -4 | 19
NC(=O)NC(=O)Nc1ccccc1Cl | 7 | 14
CCn1nnc(NC(=O)c2ccc(C(C)(C)C)cc2)n1 | -4 | 4
COCCn1c(SCC(=O)c2ccc3c(c2)OCCO3)nnc1-c1ccco1 | 9 | 20
CN1CCN(NS(=O)(=O)c2cccs2)CC1 | -2 | 6
COc1ccccc1-n1c(SCC(=O)Nc2cccc3ccccc23)nc(O)cc1=O | 2 | 21
COC(=O)CSc1nc2ccc(C)cc2[nH]1 | 1 | -10

Next records.
Molecule | RAD54 branch | INS-1E GSIS act
Cc1nc2cc(CC(=O)O)ccc2o1 | 3 | 12
Cc1c(C(=O)Nc2ccc(OCc3ccccc3)cc2)cccc1[N+](=O)[O-] | 7 | 24
CC1CCc2c(C(=O)NCCCN3CCOCC3)csc2C1 (configuration not stated) | 0 | 29
O=C(Cn1cnc2c(nnn2Cc2ccccc2F)c1=O)NCc1ccco1 | -9 | 0
CCc1ccc(C(=O)NCc2cccs2)s1 | -2 | 11
CC(C)(C)c1nc(SCC(=O)Nc2ccc(N3CCOCC3)cc2)c2ccccc2n1 | 4 | -26
COC(=O)c1sccc1NC(=O)CSc1ccccc1NS(=O)(=O)c1cc(Cl)ccc1Cl | -1 | -31
C=CCOc1ccc(/C(O)=C2/C(=O)C(=O)N(CCN3CCOCC3)C2c2ccc(C)cc2)cc1 (configuration not stated) | -11 | 5
O=C(c1ccc2c(=O)n3c(nc2c1)CCCCC3)N1CCN(C(c2ccccc2)c2ccccc2)CC1 | -3 | -46
Cc1cc(NC(=O)CCSc2nc(-c3ccco3)cc(C(F)(F)F)n2)no1 | 2 | 8

(further entries)
Molecule | RAD54 branch | INS-1E GSIS act
Cc1cc(COc2ccccc2O)on1 | -1 | 3
CC(NC(=O)COC(=O)c1ccccc1Nc1ccccc1)c1ccccc1 (configuration not stated) | -4 | 85*
COc1ccccc1C(=O)n1nc(-c2ccc(Cl)cc2)nc1N | -7 | -17
CCC(=O)Nc1ccc(N2CCN(C(=O)c3ccccc3C)CC2)cc1 | 4 | 11
Cc1cc(-c2[nH]nc3c2C(c2cccc(O)c2)C(C#N)=C(N)O3)c(C)s1 (configuration not stated) | 4 | -8
Cc1cc(C(=O)NNC(=S)NCC2CCCO2)cs1 (configuration not stated) | -7 | 8
CN1CCN(C(c2cccc(C(F)(F)F)c2)c2nnnn2Cc2ccccc2)CC1 (configuration not stated) | -7 | -11
CC1=NN(C(=O)Cc2ccc([N+](=O)[O-])cc2)C(O)(c2cccnc2)C1 (configuration not stated) | 3 | 12
COc1ccc(C2CC(=O)N3C(=C2C#N)SCC3(O)c2ccccc2)cc1 (configuration not stated) | 3 | -17
COC(=O)c1cc(OC)c(OC)cc1NC(=O)CSc1ccc(C)cc1 | 4 | -2

(listing goes on)
Molecule | RAD54 branch | INS-1E GSIS act
Cc1ccc(S(=O)(=O)NC(=O)CSc2nc3ccccc3s2)cc1 | -6 | 17
CN(Cc1ccccc1)c1nc2c(c(=O)[nH]c(=O)n2C)n1CCCSc1ncccn1 | -3 | 42
Nc1cnc(Br)cc1Br | 2 | 12
c1csc(C(c2nnnn2C2CCCCC2)N2CCCC3(CCCCC3)C2)c1 (configuration not stated) | 5 | 25
COc1ccc(C2=CC(c3c(C)nn(-c4ccccc4)c3Cl)n3nnnc3N2)cc1OC (configuration not stated) | -7 | -20
CCCOC(=O)c1ccc(Cl)c(NC(=O)c2ccc(-c3ccccc3)cc2)c1 | 2 | 35
CC1(C(=O)NC23CC4CC(CC(C4)C2)C3)CC1(Cl)Cl (configuration not stated) | -1 | 3
Cc1ccccc1NC(=O)NCCCN1CCN(C2CCCCC2)CC1 | 0 | 7
CC(Sc1nc(NCc2ccccc2)nc(N(C)C)n1)C(=O)Nc1ccccc1 (configuration not stated) | 1 | -29
CCN(CC)C(=O)CSc1nnc(-c2cccnc2)n1CCc1ccccc1 | 4 | 12

(cont.)
Molecule | RAD54 branch | INS-1E GSIS act
CC1=C(C(=O)OCc2ccccc2)C(c2cccnc2)n2nnnc2N1 (configuration not stated) | -11 | 27
CCCn1c(CN(C)Cc2ccccc2)nc2c1c(=O)n(C)c(=O)n2C | -33 | -18
Cc1ccc(C)c(NC(=S)NNC(=O)c2csc3c2CCCC3)c1 | 10 | -6
COc1cc(/C=C(\C#N)c2nc3c(s2)CC(C)CC3)ccc1O (configuration not stated) | -22 | 6
CCOC(=O)c1cnc(SC2CC(=O)N(c3ccccc3)C2=O)nc1N (configuration not stated) | -1 | 0
Nc1nc(NCc2ccco2)nc(N2CCCCCC2)c1[N+](=O)[O-] | 2 | -20
CN1CCC(=NNC(=O)C(=O)NC2CCCCC2)CC1 | 2 | 4
O=C(CSc1nnc(-c2cccs2)n1-c1ccccc1)N1CCOCC1 | 4 | 21
CCc1nnc(SCCSc2nnc(CC)n2N)n1N | -11 | 15
Cc1ccc(N(CC(=O)N/N=C/c2cc(C)n(-c3ccccc3C)c2C)S(C)(=O)=O)cc1 | -2 | -11

More entries.
Molecule | RAD54 branch | INS-1E GSIS act
Cc1noc(C)c1Cc1c(Cl)cccc1Cl | -6 | 17
Cn1nc([N+](=O)[O-])nc1Oc1ccccc1 | -3 | 32
Cc1ccsc1/C=N/Nc1nc(Cl)c(Cl)cc1Cl | 4 | 7
COc1cc(OC)cc(C(=O)NC(C(=O)NCCN(C)C)C23CC4CC(CC(C4)C2)C3)c1 (configuration not stated) | 0 | -15
O=c1[nH]c2ccccc2nc1-c1cccs1 | -18 | 20
COc1cc2c(cc1NC(=S)Nc1ccccc1C)oc1ccccc12 | -11 | -8
CCCCOCCCNC(=O)c1ccc(OC)cc1 | 4 | 8
C=C(C)Cn1c(CCCNC(=O)CCC)nc2ccccc21 | -7 | 36
Cc1ccsc1/C=C/C1=Cc2c(sc(NC(=O)CSc3n[nH]c(N)n3)c2C#N)C(C)(C)C1 | -30 | 6
O=C(Nc1nc(-c2nc3ccccc3s2)cs1)c1ccc(S(=O)(=O)N2CCOCC2)cc1 | 1 | 7

3 compounds from above, sorted by length of the SMILES, highest first:
Molecule | RAD54 branch | INS-1E GSIS act
Cc1ccsc1/C=C/C1=Cc2c(sc(NC(=O)CSc3n[nH]c(N)n3)c2C#N)C(C)(C)C1 | -30 | 6
COc1cc2c(cc1NC(=S)Nc1ccccc1C)oc1ccccc12 | -11 | -8
CCCCOCCCNC(=O)c1ccc(OC)cc1 | 4 | 8

A portion of the library, so the mix of outcomes need not match the whole.
